Source: PubChem (National Center for Advancing Translational Sciences (NCATS))
KAT2A inh = blocks human GCN5L2 histone acetyltransferase; Q92830; GCN5L2 HAT assay, ThioGlo1 CoA-SH fluorescence; Potency, µM (highest dose often 58.9 µM), inactives show at the top dose activity change, negative = inhibition, most hits filed as inhibitors; 390,000 tested, 0.21% active
Target sequence (Q92830 whole entry, looked up): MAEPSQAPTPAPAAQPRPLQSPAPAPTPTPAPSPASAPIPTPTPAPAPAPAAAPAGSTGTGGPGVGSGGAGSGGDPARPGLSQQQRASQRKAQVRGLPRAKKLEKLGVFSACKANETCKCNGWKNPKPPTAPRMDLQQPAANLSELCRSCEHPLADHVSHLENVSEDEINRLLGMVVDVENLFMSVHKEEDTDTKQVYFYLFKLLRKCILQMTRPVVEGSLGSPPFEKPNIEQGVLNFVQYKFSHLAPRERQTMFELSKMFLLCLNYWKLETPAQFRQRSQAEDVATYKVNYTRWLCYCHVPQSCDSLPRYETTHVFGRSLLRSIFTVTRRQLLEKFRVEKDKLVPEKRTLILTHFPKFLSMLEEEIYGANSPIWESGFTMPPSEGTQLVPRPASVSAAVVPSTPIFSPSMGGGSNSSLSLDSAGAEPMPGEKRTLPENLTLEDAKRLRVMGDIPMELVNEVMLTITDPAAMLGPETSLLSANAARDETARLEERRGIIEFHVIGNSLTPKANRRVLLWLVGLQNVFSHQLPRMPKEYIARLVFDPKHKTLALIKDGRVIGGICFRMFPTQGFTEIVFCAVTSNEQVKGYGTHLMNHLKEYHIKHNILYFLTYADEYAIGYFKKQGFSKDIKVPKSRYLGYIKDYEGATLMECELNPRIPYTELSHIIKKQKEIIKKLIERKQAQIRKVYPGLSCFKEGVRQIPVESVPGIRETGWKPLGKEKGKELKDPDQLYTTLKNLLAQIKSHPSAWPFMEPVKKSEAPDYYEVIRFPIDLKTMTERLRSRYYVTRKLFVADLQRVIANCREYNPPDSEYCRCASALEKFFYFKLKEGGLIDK
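Titration-based screen in which CoA formation is detected via maleimide probe ThioGlo1 (50uM) turning fluorescent on thiol reaction; substrates H3(1-25) 75uM and acetyl-CoA 70uM, GCN5L2 20nM, 20 min incubation at room temperature.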
FEN1 inhibitor = inhibitors of human flap endonuclease 1; P39748; Recombinant FEN1 flap cleavage, fluorescence, 15 min; Potency, µM (titrated, usually from 114 µM), inactives show at the top dose activity change, negative = inhibition, usual class: inhibitors; 390,000 tested, 0.35% active; also: nearly all actives have a fitted effect of over 65% in size
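With each library titrated from low to high concentration, compounds met 10 nM FEN1 for 15 min at room temperature before 50 nM substrate was added; readings at 0 and 15 min fed four-parameter Hill curve fits.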
N370S GC mod = inhibitors or activators of N370S glucocerebrosidase for Gaucher disease. P04062. N370S GC spleen homogenate, 4MU-glucoside fluorescence. Potency, µM (highest dose often 59.4 µM), inactives show top-dose activity change, negative = inhibition, actives largely listed as inhibitors. 330,000 tested, 0.092% active. AID 2101;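 also: 0% = full enzyme activity and -100% = no enzyme basal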
* marks the source's active call; other numbers are inactive results; ? = inconclusive; . = no result given; & = joins results of further samples; [ ] = dose if it differs, or a comment. Calls follow the shape of the dose curve; as a rule, active = well fitted curve in the direction sought with a large enough effect; inconclusive = small, poorly fitted or top-dose-only effect, or another doubt; inactive = no such curve, though single readings can be large; an effect the other way counts as inactive or inconclusive. Unless noted, % is scaled to controls: 0 for no effect and ±100 for the full control effect; potency is read from the fitted curve at half-maximal effect.

SMILES	KAT2A inh	FEN1 inhibitor	N370S GC mod
Cc1ccc(S(=O)(=O)c2cccc(S(=O)(=O)N3CCCC3)c2)cc1S(=O)(=O)N1CCCC1	-1.3%	-7.6%	7.4%
Cc1c(C(=O)NCc2ccccc2Cl)sc2nc3n(c(=O)c12)CCCCC3	-4.5%	4.7%	.
COc1ccc(CCNC(=O)C2C3CCC(C3)C2C(=O)O)cc1OC (centres undefined)	1.2%	-3.0%	-17.6%
O=C(CNS(=O)(=O)c1c(Cl)cccc1Cl)N1CCCCCC1	-6.2%	19.2%	2.8%
CC(=O)c1ccc(NC(=O)C2CCCN(S(=O)(=O)c3cn(C)cn3)C2)cc1 (centres undefined)	-7.3%	4.5%	.
C/C(=N/NC(=O)c1sc(=S)n(C)c1C)c1ccccc1	-6.7%	-2.1%	-3.8%
CCOC(=O)c1c(C)n(CCOc2ccccc2)c2ccc(O)cc12	6.9%	-4.7%	-0.5%
CCCC(=O)Nc1ccc2nn(-c3ccc(CC)cc3)nc2c1	-4.6%	-5.8%	.
CC1=C(C(=O)OC(C)C)C(c2ccc(N(C)C)cc2)C2=C(CC(C)(C)CC2=O)N1 (centres undefined)	-15.5%	-6.5%	8.0%
COc1ccc(NC(=O)CN(C)C(=O)c2ccc(S(=O)(=O)Nc3ccccc3C)cc2)cc1	-2.9%	6.1%	-12.0%
O=C(CSc1ncccn1)NC(=O)Cc1ccccc1	3.1%	-4.4%	.
CCOc1ccc(NC(=O)NCCN2CCN(c3cccc(C)c3C)CC2)cc1	6.8%&-6.3%	-4.3%&-11.7%	-2.8%
Cc1ccc(NC(=O)CCOc2ccccc2)c(C)c1	-3.6%	-5.3%	2.2%
CC(=O)c1ccc(N2CCN(C(=O)C3CCN(S(=O)(=O)c4cccs4)CC3)CC2)cc1	-11.4%	-13.2%	-6.8%
CCCc1cc(=O)[nH]c(SCC(=O)NC2(C#N)CCCCC2)n1	2.8%	0.2%	.
CCOc1ccc(NC(=O)CCCN2C(=S)NC(C)(C)CC2C)cc1 (centres undefined)	-5.2%	-1.6%	3.9%
N#Cc1ccc(C23CC4(C2)[C@H](CN(Cc2ccc(C(F)(F)F)cc2)[C@@H]4c2ccccc2)C3c2ccc(C(F)(F)F)cc2)cc1 (some centres undefined)	19.1%	-15.1%	-0.5%&1.7%
NC(=O)c1cc(S(=O)(=O)Nc2ccc(OC(F)(F)F)cc2)cs1	-5.5%	-0.8%	0.5%
CCNc1ccc(C(=O)OCC)cc1NC(=O)c1cccc(S(=O)(=O)N2CCOCC2)c1	-1.4%	-18.3%	4.2%
O=C(CSc1nnc(Cc2csc(Nc3cccc(Cl)c3)n2)o1)N1CCc2ccccc21	-8.5%	-2.4%&8.7%	6.5%
COc1ccc(-c2nc3sc(CCNC(=O)Cc4ccc(Cl)cc4)c(C)n3n2)cc1	-3.2%	-4.3%	.
Cc1cc(=O)oc2cc(OCC(=O)OCC(=O)N3CCc4ccccc43)ccc12	-7.5%	7.4%	2.7%
CCCc1ccc(OCC(O)CN2CCN(CCO)CC2)cc1 (centres undefined)	-2.0%	-4.2%	-4.0%
Cc1csc2c(=O)n(CCO)c(=O)[nH]c12	-6.9%	3.0%	-13.5%
O=c1cc(-c2ccncc2)oc2c1ccc1ccccc12	2.6%	?	5.9%
COc1ccc(C(=O)CSc2nnnn2Cc2ccccc2)cc1	-14.0%	-12.5%	6.0%
CCCCNC(=O)CC1N=C2c3ccccc3N=C(SCC(=O)Nc3ccccc3C)N2C1=O (centres undefined)	7.1%	2.8%	-10.3%
CCOC(=O)Cn1cc(/C=N/NC(=O)c2cc3ccccc3o2)c2ccccc21	-2.0%	-18.9%	12.8%
CCC(C)[C@H](NC(=O)NCc1ccccn1)C(=O)OC (some centres undefined)	-0.3%	6.6%	-18.7%
Cc1ccc(-c2csc(NC(=O)CSc3nc(C)cs3)n2)cc1	-10.9%	-21.9%	5.6%
Cc1ccc(C)c(NC(=O)CSc2nnc(-c3cc(C)[nH]n3)n2N)c1	-3.2%	15.9%	-20.1%
CCn1cc(C(=O)Nc2ccc3c(c2)OCCO3)c2cc(OC)c(OC)cc2c1=O	-11.2%	-10.7%	-2.8%
CCC(Cc1ccccc1)NC(=O)c1cccc(Nc2nc3ccccc3nc2-n2nc(C)cc2C)c1 (centres undefined)	-6.6%	-4.8%	.
N=C1S/C(=C\c2cccc3ccccc23)C(=O)N1c1ccc(F)cc1	0.8%	11.6%	5.9%
COc1cccc(-c2ccc(SCC(=O)N3CCN(c4ccccc4)CC3)nn2)c1	-10.8%	-19.4%	-9.5%
Cc1cc(OCC(=O)NCCN2CCOCC2)cc(C)c1Br	-3.7%	6.9%	2.4%
CC1CCN(C(=O)c2cc3ccccc3cc2O)CC1	-0.1%	-6.9%	-7.6%
Cc1ccc(-n2ncc(C(=O)NCc3ccccn3)c2C2CCN(C(=O)OC(C)(C)C)CC2)cc1C	1.3%	8.2%	.
CCC(=O)N1CC2(CC(c3cccc([N+](=O)[O-])c3)=NO2)C[C@H]1C(=O)NCC(N)=O (some centres undefined)	-3.2%	4.0%	5.6%
CC1CCc2noc(NC(=O)c3ccccc3[N+](=O)[O-])c2C1 (centres undefined)	-18.6%	-3.5%	.
CCOC(=O)c1c(CN2CCOCC2)n(-c2ccccc2)c2cc(Br)c(O)c(CN(C)C)c12	1.9%	-9.7%	?
COc1ccc(-c2nc3cnc(Oc4cccc(Cl)c4)nc3n(C[C@H]3CCCO3)c2=O)cc1	?	.	20.2%
COc1cccc(N2CCN(C(=O)c3nn(C)c4c3CSc3ccc(C)cc3-4)CC2)c1	-8.4%	11.6%	.
C=CCNC(=O)COc1ccc(S(=O)(=O)NC2CCCCC2)cc1	0.0%	7.4%	-0.8%
Cc1ccc(C(=O)NC(C)c2ccc(-n3ccnc3)cc2)cc1S(=O)(=O)N1CCOCC1 (centres undefined)	-3.4%	-7.2%	-1.8%

Compound profiles, as listed above. Screens in order: KAT2A inh	FEN1 inhibitor	N370S GC mod
Listed for CC1CCc2noc(NC(=O)c3ccccc3[N+](=O)[O-])c2C1 (centres undefined) : -18.6%	-3.5%	.
Listed for CCOC(=O)c1c(CN2CCOCC2)n(-c2ccccc2)c2cc(Br)c(O)c(CN(C)C)c12 : 1.9%	-9.7%	?

Going on with the list.
SMILES	KAT2A inh	FEN1 inhibitor	N370S GC mod
CC(NC(=O)COc1ncnc2cc([N+](=O)[O-])ccc12)c1ccccc1 (centres undefined)	2.0%	-13.3%	-5.2%
CCCn1c(=O)[nH]c(=O)c2c1nc(-c1ccccc1OC(F)F)n2CCOC	0.4%	-6.1%	7.0%
CCN1C(=O)CSC1=Nc1ccc(OC)cc1	-20.3%	8.1%	0.8%
Cc1ccc(-c2noc(CN3C(C)CCCC3C)n2)cc1 (centres undefined)	-2.0%	4.0%	0.2%
CC[C@H](C)[C@H](NC(=O)[C@@H](NC(=O)[C@@H](NC(=O)[C@H](CCC(=O)O)NC(=O)[C@H](CCC(=O)O)NC(=O)[C@H](CCC(=O)O)NC(=O)[C@H](C)NC(=O)[C@@H](N)CC(C)C)C(C)C)C(C)C)C(=O)N[C@@H](CCCNC(=N)N)C(=O)N[C@@H](CO)C(=O)N[C@@H](C)C(=O)N[C@@H](CC(N)=O)C(=O)N[C@@H](Cc1ccccc1)C(=O)N[C@H](C(=O)N[C@@H](CC(=O)O)C(=O)N[C@@H](CC(N)=O)C(=O)O)[C@@H](C)O	48.5%[activator]	.	-2.8%
Cc1cnc(NC(=O)c2ccncc2)s1	-18.1%	-6.6%	0.1%
CC(CC(=O)NC1CCCCC1)S(=O)(=O)c1ccc2c(c1)CCN2C(=O)C1CC1 (centres undefined)	-28.9%	25.8%	-3.9%
Nc1nonc1-c1nc2ccccc2n1CC(=O)N/N=C/c1ccc(-c2ccccc2C(=O)O)o1	-16.1%	1.1%	6.7%
CC1(C)Cc2ccccc2-c2nc(NN)[nH]c(=O)c21	?	14.4%	1.2%
CCN(C(=O)c1cc2c(=O)oc3ccc(C)cc3c2s1)c1ccccc1F	-5.9%	-8.1%	.
CCC1(C)Cc2c(sc3nc(SC)nc(N)c23)CO1 (centres undefined)	-28.4%	-5.7%	9.6%
Cn1c(=O)oc2cc(S(=O)(=O)N3CCCC(C(=O)NCCN4CCOCC4)C3)ccc21 (centres undefined)	-1.8%	-3.7%	-0.2%
COc1ccc(C2C=C(c3ccccc3)Nc3nc(NS(=O)(=O)c4ccc(Cl)cc4)nn32)cc1 (centres undefined)	1.9%	-5.6%	.
O=C(CCCc1nc2ccccc2s1)NCc1ccccc1F	1.0%	5.2%	10.3%
COc1ccc(S(=O)(=O)N2CCC(C(=O)NCC3CCCO3)CC2)cc1 (centres undefined)	1.7%	-5.9%	?
COC(=O)c1cc2ccccc2c(=O)s1	-13.8%	?	6.6%
CCOC(=O)c1ccc(NC(=O)c2sc3ccccc3c2Cl)cc1	0.9%	19.1%	.
CN(C(=O)CSc1nnc(-c2ccc([N+](=O)[O-])cc2)o1)c1ccccc1	-2.6%	4.8%	.
C/C(=N\NC(=S)NCCc1ccccc1)c1ccc(O)cc1O	-7.5%	-2.3%	-4.8%
C=CCn1c(SCC(=O)NCC)nc2sc3c(c2c1=O)CCC3	-2.3%	-3.4%	0.5%
Cc1ccc(C(=O)N2c3ncnn3C3(CCCCC3)[C@@H]3CCCC[C@@H]32)cc1	0.6%	-6.4%	.
Cc1c(NC(=O)CN(C)CC(=O)Nc2ccc(F)c(F)c2F)c(=O)n(-c2ccccc2)n1C	1.4%	7.8%	.
CN1CC2(C)OC(=O)C(Cl)=C2CC1c1ccccc1 (centres undefined)	-3.6%	-10.1%	5.5%
Cc1ccc(NC(=S)NC(=O)c2c(-c3ccccc3Cl)noc2C)cc1	-2.5%	-0.7%	18.7%
COc1cc(C=NNc2ccc(S(=O)(=O)Nc3ccccc3C(=O)O)cc2[N+](=O)[O-])ccc1O	?	44.7µM*	.
CN(CCc1ccccn1)C(=O)CCC1CCCN(C(=O)NC2CCCCC2)C1 (centres undefined)	-0.5%	-0.2%	-5.4%
C=CCN1C(=O)C(O)(CC(=O)c2ccc(N)cc2)c2ccccc21 (centres undefined)	-4.3%	13.3%	-11.0%
O=C(O)c1cc(S(=O)(=O)N2CCN(S(=O)(=O)c3ccc4ccccc4c3)CC2)ccc1Br	1.3%	-10.4%	.
O=C(CSCc1ccc(Cl)cc1)N/N=C/c1ccc(Cl)cc1Cl	-3.6%	-6.1%	-12.7%
COC(=O)c1ccc(Oc2c(Cl)cccc2[N+](=O)[O-])cc1	-3.8%	14.0%	3.5%

In another format: results already given.
Fields: KAT2A inh, FEN1 inhibitor, N370S GC mod
COc1ccc(C2C=C(c3ccccc3)Nc3nc(NS(=O)(=O)c4ccc(Cl)cc4)nn32)cc1 (centres undefined)
→ 1.9%, -5.6%, .
O=C(CCCc1nc2ccccc2s1)NCc1ccccc1F
→ 1.0%, 5.2%, 10.3%
COc1ccc(S(=O)(=O)N2CCC(C(=O)NCC3CCCO3)CC2)cc1 (centres undefined)
→ 1.7%, -5.9%, ?
COC(=O)c1cc2ccccc2c(=O)s1
→ -13.8%, ?, 6.6%
CCOC(=O)c1ccc(NC(=O)c2sc3ccccc3c2Cl)cc1
→ 0.9%, 19.1%, .
CN(C(=O)CSc1nnc(-c2ccc([N+](=O)[O-])cc2)o1)c1ccccc1
→ -2.6%, 4.8%, .
C/C(=N\NC(=S)NCCc1ccccc1)c1ccc(O)cc1O
→ -7.5%, -2.3%, -4.8%
C=CCn1c(SCC(=O)NCC)nc2sc3c(c2c1=O)CCC3
→ -2.3%, -3.4%, 0.5%
Cc1ccc(C(=O)N2c3ncnn3C3(CCCCC3)[C@@H]3CCCC[C@@H]32)cc1
→ 0.6%, -6.4%, .
Cc1c(NC(=O)CN(C)CC(=O)Nc2ccc(F)c(F)c2F)c(=O)n(-c2ccccc2)n1C
→ 1.4%, 7.8%, .
CN1CC2(C)OC(=O)C(Cl)=C2CC1c1ccccc1 (centres undefined)
→ -3.6%, -10.1%, 5.5%
Cc1ccc(NC(=S)NC(=O)c2c(-c3ccccc3Cl)noc2C)cc1
→ -2.5%, -0.7%, 18.7%
COc1cc(C=NNc2ccc(S(=O)(=O)Nc3ccccc3C(=O)O)cc2[N+](=O)[O-])ccc1O
→ ?, 44.7µM*, .
CN(CCc1ccccn1)C(=O)CCC1CCCN(C(=O)NC2CCCCC2)C1 (centres undefined)
→ -0.5%, -0.2%, -5.4%
C=CCN1C(=O)C(O)(CC(=O)c2ccc(N)cc2)c2ccccc21 (centres undefined)
→ -4.3%, 13.3%, -11.0%
